Source: PubChem (Broad Institute)
NSD2 inh: inhibitors of human histone methyltransferase NSD2; O96028; NSD2 peptide methylation, AlphaScreen, 120 min; inhibition, % at 12.5 µM; 0.54% of 310,000 active; AID 743445; in the data active = inhibition above about 50%
CAL PDZ FP-1: blocks peptide binding to the human CAL PDZ domain | purified CAL PDZ, TMR-peptide fluorescence polarization, 1 h | inhibition, % at 24.9 µM | AID 602252 | 0.92% of 300,000 active | Q9HD26;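 active = mean inhibition of at least 30% with at least half of replicates also reaching 30%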;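 also: 0% = DMSO neutral control and 100% = excess unlabeled competitor peptide PRC23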
SR-BI DiI-HDL act: SR-BI HDL lipid transfer activation. 0.096% of 320,000 active. AID 504775. activation, % at 12.5 µM. CHO ldlA[mSR-BI] cells, DiI-HDL uptake fluorescence, 3 h; 100 = double the neutral-control signal;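 active = mean replicate activation of at least 60% and every replicate at or above 60%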;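 also: 0% = median plate neutral-control signal and 100% = twice that signal; values of inactives mirror those of a sister screen read the other way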
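System: CHO ldlA[mSR-BI] cells / Medium: HEPES-buffered (25 mM, pH 7.4) F12 plus 0.5% BSA / Probe or stimulus: labelled HDL, 10 µg/mL / Doses: single compound concentration, delivered by pin transfer / Schedule: 3 h, 37 °C / Measured by: DiI fluorescence, bottom read / Measure: cell-associated DiI fluorescence as measure of HDL uptake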
Rtt109 Vps75: C. albicans Rtt109 histone acetyltransferase inhibition. inhibition, % at 34.9 µM. purified Rtt109/Vps75, ThioGlo CoA-SH fluorescence, 4 h. 0.16% of 330,000 active. AID 540336. Q5AAJ8;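 active = inhibition of at least 50% in every replicate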
Target sequence (Q5AAJ8 whole entry, looked up): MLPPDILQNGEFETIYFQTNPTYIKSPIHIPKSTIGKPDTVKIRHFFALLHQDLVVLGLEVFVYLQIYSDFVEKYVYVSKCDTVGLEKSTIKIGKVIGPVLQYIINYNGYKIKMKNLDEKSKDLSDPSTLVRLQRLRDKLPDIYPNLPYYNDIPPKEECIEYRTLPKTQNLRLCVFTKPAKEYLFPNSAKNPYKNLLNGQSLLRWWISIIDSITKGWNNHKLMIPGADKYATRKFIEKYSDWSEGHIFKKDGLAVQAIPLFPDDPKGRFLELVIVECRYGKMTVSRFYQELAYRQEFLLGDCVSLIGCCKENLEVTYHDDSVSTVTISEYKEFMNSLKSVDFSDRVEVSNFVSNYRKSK
SR-BI HDL uptake: mouse SR-BI HDL lipid transfer inhibition; AID 488896; ldlA[mSR-BI] CHO cells, DiI-HDL uptake fluorescence, 3 h; Q61009; inhibition, % at 12.5 µM; 0.96% of 320,000 active;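 active = mean replicate inhibition of at least 70% and a set share of replicates each scoring 70 or more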;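 also: 0% = median of neutral control wells and 100% = median of positive control wells; values of inactives mirror those of a sister screen read the other way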
Target sequence (Q61009 whole entry, looked up): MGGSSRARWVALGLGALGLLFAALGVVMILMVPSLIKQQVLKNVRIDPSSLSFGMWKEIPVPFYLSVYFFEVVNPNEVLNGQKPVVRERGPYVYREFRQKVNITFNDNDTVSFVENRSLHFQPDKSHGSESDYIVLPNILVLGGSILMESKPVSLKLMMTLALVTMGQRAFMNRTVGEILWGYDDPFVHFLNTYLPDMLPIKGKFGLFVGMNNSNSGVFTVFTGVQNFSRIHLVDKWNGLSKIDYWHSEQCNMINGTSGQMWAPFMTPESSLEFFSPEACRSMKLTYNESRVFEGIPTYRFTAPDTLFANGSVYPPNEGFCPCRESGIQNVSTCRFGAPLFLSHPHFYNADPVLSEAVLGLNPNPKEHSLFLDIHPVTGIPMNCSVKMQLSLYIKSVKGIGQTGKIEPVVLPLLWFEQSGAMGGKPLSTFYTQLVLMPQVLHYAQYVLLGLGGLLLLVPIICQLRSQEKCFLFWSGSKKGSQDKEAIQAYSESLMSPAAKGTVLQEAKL
PfHsp90 yeast 2: inhibits growth of yeast expressing Plasmodium falciparum Hsp90; S. cerevisiae expressing PfHsp90, BacTiter-Glo ATP, 48 h; yeast lacking PDR1 and PDR3 efflux regulators; inhibition, % at 9.4 µM; 0.32% of 310,000 active;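 active = every replicate shows inhibition above about 80%, whatever the replicate mean, limit read from the data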;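 also: 0% = DMSO neutral controls and 100% = 20 µM radicicol positive controls; yeast relying on Plasmodium falciparum Hsp90 in place of its own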
CAL PDZ FP-2: blocks peptide binding to human CAL PDZ domain; 0.02% of 330,000 active; inhibition, % at 20 µM; purified CAL PDZ, TMR-peptide fluorescence polarization, 1 h; AID 504414;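 active = highest replicate inhibition of at least 40%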;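 also: plate controls were DMSO neutral control wells for no effect and unlabeled competitor peptide control wells for full effect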
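Read-out basis: mP drop reported as inhibition | Assay system: Tagged CAL PDZ protein CerCALP, purified | Benchmarks: Unlabelled peptide for full inhibition, DMSO wells as neutral | Schedule: 1 h incubation at room temperature before polarization reading | Buffer or medium: Sodium phosphate/NaCl buffer pH 7.4 with TCEP, IgG, Thesit | Doses: Single point, 20 µM | Measured by: Fluorescence polarization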
MITF TRPM1 HTS: MITF TRPM1 promoter activation in melanoma cells | SK-MEL-5 TRPM1-promoter luciferase, 24 h; % of positive control, neutral wells = 0 | activation, % at 12.5 µM | 0.75% of 300,000 active;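 active = mean activation of at least 80% with every replicate also reaching 80%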;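 also: 0% = neutral control wells and 100% = parthenolide positive control wells; values of inactives mirror those of a sister screen read the other way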
PvdQ acylase: P. aeruginosa PvdQ acylase inhibition. purified PvdQ acylase, fluorescence plate reader. inhibition, % at 10 µM. 0.063% of 340,000 active; in the data active = inhibition above about 30%, passing the limit was not always enough;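 also: 0% = vehicle neutral wells and 100% = reference inhibitor wells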
dFosB act: activators of mouse delta FosB homodimer; 0.99% of 340,000 active; P13346; purified delta FosB, TAMRA-CDK5 oligo fluorescence polarization; percent of positive-control signal above neutral wells; AID 493131; activation, % at 25 µM;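 active = mean activation above about 17%, with every replicate also reaching it, limit read from the data, passing the limit was not always enough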;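 also: fluorescence polarization rise as delta FosB binds a TAMRA Cdk5 AP-1 oligo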
* marks the source's active call; other numbers are inactive results; . = not tested or not shown.

NSD2 inh	CAL PDZ FP-1	SR-BI DiI-HDL act	Rtt109 Vps75	SR-BI HDL uptake	PfHsp90 yeast 2	CAL PDZ FP-2	MITF TRPM1 HTS	PvdQ acylase	dFosB act	Molecule
.	.	14	6	-14	0	0.7	16	7	-3	CCc1ccc(Cn2nnc(C(=O)NCc3ccccc3OC)c2N)cc1
8	2	36	3	-36	17	-3.0	-4	-5	1	O=C1CC(c2ccccc2)CC(=O)C1Sc1ccc(Cl)cc1 (configuration not stated)
-3	-9	19	-5	-19	.	.	.	1	8	CC1=NN(c2ccccc2)C(=O)C1C(=O)c1ccc(Cl)cc1 (configuration not stated)
-2	4	-17	.	17	-30	1.0	10	-6	13	Cc1ccc(S(=O)(=O)Oc2ccc(N3C(=O)C4C5CCC(C5)C4C3=O)cc2)cc1 (configuration not stated)
-4	-1	13	12	-13	-43	-0.6	-11	-30	0	O=c1[nH]c(=S)[nH]c2nc(-c3cccs3)cc(C(F)(F)F)c12
0	-3	1	8	-1	-10	-2.2	0	-6	-8	COc1ccc(NC(=O)CN(C)C(=O)C(C)Oc2ccc(Br)cc2)cc1 (configuration not stated)
0	.	-24	-17	37	-7	-0.8	29	-6	-7	O=C(Nc1nc2ccccc2s1)c1ccc(F)cc1
-2	-3	-15	2	15	-7	0.5	-4	-8	3	CCCSc1nc2c(c(=O)n(C)c(=O)n2C)n1Cc1ccc(C)cc1
-2	-3	10	6	-10	0	-1.7	2	10	-12	O=C(Cc1ccc2c(c1)OCCO2)Nc1ccc(Cl)c(S(=O)(=O)N2CCOCC2)c1
-1	5	16	1	-16	21	-0.3	0	4	0	CCOc1ccc(C(=O)Nc2nc(C)cc(C)n2)cc1[N+](=O)[O-]
0	.	-2	5	2	-24	-0.3	1	-9	-12	Brc1ccccc1OCCOCCOc1cccc2cccnc12
-2	2	-15	-7	15	-12	-0.5	1	-14	4	COc1ccc(CCNC(=O)c2[nH]c(C)c(C(C)=O)c2C)cc1OC
1	-4	5	1	-5	1	-1.2	7	-13	-5	Cc1ccc(NC(=O)Cc2nnc(SCC(=O)NC3CCCC3)n2C)cc1
-1	-1	26	11	-26	-13	-2.2	3	7	-10	COc1ccc(N(C(=O)c2cnccn2)C(C(=O)NC2CCCCC2)c2ccccc2)cc1 (configuration not stated)
-2	1	23	1	-23	1	-1.1	9	6	0	COc1ccc(OCCn2cncn2)cc1
-1	-5	5	5	-5	.	-0.4	-10	-7	-4	Cc1ccc(NC(=O)COC(=O)Cc2ccc(Br)cc2)cc1S(=O)(=O)N1CCOCC1
0	-4	-3	-9	3	-44	-1.9	-12	-9	-7	O=C(NCc1ccc2c(c1)OCO2)C(=O)NCC1OCCN1S(=O)(=O)c1ccc(Br)cc1 (configuration not stated)
-3	-2	-6	0	6	-10	1.0	-16	49*	3	CCN(c1ccccc1)S(=O)(=O)c1cc(C(=O)Nc2ccccc2Cl)ccc1F
-1	.	-9	1	9	.	-1.2	-3	-20	-1	COc1ccc(-c2ccc(-c3nnc(Cc4ccc(OC)c(OC)c4)o3)cc2)cc1
0	13	-5	3	5	.	.	.	-18	-1	COc1ccccc1Nc1nc(N)nc(CSCCO)n1
0	-4	-3	8	3	.	-0.9	.	-9	3	NC(=O)c1cnn2c1NC(c1ccc(F)cc1)CC2C(F)(F)F (configuration not stated)
21	-3	1	5	-1	-13	-0.5	34	-1	3	CCOC(=O)c1c(C)c2c(n1C)CCC/C2=N\O
1	6	10	-6	-10	-4	-1.4	-7	0	-4	O=C(COc1ccccc1)NNC1=NS(=O)(=O)c2ccccc21
2	3	-6	6	6	-9	-13	.	4	0	O=C(COc1cccc2cccnc12)Nc1nccs1
-2	-1	-7	-2	7	-2	-1.8	-3	-14	-12	O=C(N=C1SC2CS(=O)(=O)CC2N1Cc1ccc(Cl)cc1)C1CC1 (configuration not stated)

Next section (two carried over from the part before).
NSD2 inh	CAL PDZ FP-1	SR-BI DiI-HDL act	Rtt109 Vps75	SR-BI HDL uptake	PfHsp90 yeast 2	CAL PDZ FP-2	MITF TRPM1 HTS	PvdQ acylase	dFosB act	Molecule
2	3	-6	6	6	-9	-13	.	4	0	O=C(COc1cccc2cccnc12)Nc1nccs1
-2	-1	-7	-2	7	-2	-1.8	-3	-14	-12	O=C(N=C1SC2CS(=O)(=O)CC2N1Cc1ccc(Cl)cc1)C1CC1 (configuration not stated)
1	-4	-5	18	5	.	0.5	10	6	0	CCOC(=O)c1ccc(NC=C2C(=O)OC3(CCCCC3)OC2=O)cc1
4	-3	2	-3	-2	1	-0.9	-6	0	-1	COc1cc(/C=N/S(=O)(=O)c2ccccc2)cc(OC)c1O
-1	5	10	8	-10	-39	-1.3	4	-9	-5	COc1cc(/C=N/NC(=O)c2cn(-c3cccc(C)n3)cn2)ccc1O
19	1	0	4	0	-4	-0.8	-14	-21	-7	O=C(CCS(=O)(=O)Cc1ccc(Cl)cc1)NCCCN1CCN(c2ccccc2F)CC1
-8	3	14	-10	-14	.	-1.1	17	5	-7	CCCNC(=O)CN1C(=O)NC(Cc2c[nH]c3ccccc23)C1=O (configuration not stated)
2	-1	-44	-2	44	-15	-0.2	38	-2	-15	CC(Sc1ncnc2sc(-c3ccccc3)cc12)C(=O)N1CCNC1=O (configuration not stated)
-2	-2	1	1	-1	-10	0.2	3	-7	-2	CCC1SC(N)=NC1=O (configuration not stated)
.	.	-7	-2	7	-3	1.3	.	10	-8	COc1ccc(CCNC(=O)c2nnc(CS(=O)(=O)c3ccccc3)o2)cc1OC
-1	.	5	-5	-5	.	-0.6	3	-15	-4	CC1=C(C(=O)Nc2cccnc2)C(c2ccncc2)n2nnnc2N1 (configuration not stated)
3	0	-7	-3	7	37	-0.1	9	-7	-6	CSc1ccccc1C(=O)OCC(=O)Nc1ccc(N2CCOCC2)cc1
-1	-2	-44	6	44	-11	-1.9	.	11	-3	Cc1noc(C)c1CSc1nc2sc(C)c(C)c2c(=O)n1C1CCCC1
0	0	-28	-1	28	4	-2.7	0	-5	-4	Cc1ccc(C)c(CSC2=NCCN2C(=O)Cc2ccc([N+](=O)[O-])cc2)c1
.	-9	-7	-12	7	-8	-3.6	.	0	-4	CCCS(=O)(=O)N1CCN(C(=O)c2ccccc2F)CC1
0	-4	1	-3	-1	11	-0.4	12	-10	2	COc1cc(OC)cc(C(=O)NCCN2C(=O)S/C(=C\c3cccs3)C2=O)c1
.	4	-32	-9	32	-9	-1.6	2	-7	-10	CCc1cc(=O)oc2c3c(cc(OCC(=O)NC4CC4)c12)OC(C)(C)CC3
1	.	-13	10	13	0	-1.3	.	-11	-4	Cc1ccc(C(=O)NCC(C)NC(=O)c2ccc(C)c([N+](=O)[O-])c2)cc1[N+](=O)[O-] (configuration not stated)
14	-4	10	7	-10	-34	0.4	2	-7	-6	CCCCCCCCS(=O)C1CCS(=O)(=O)C1 (configuration not stated)
-5	-2	7	-10	-7	9	-2.3	-9	22	-9	Clc1ccc(OCc2nnnn2-c2ccccc2)cc1
38	-4	37	4	-37	10	-0.8	0	-8	-5	COc1ccc(N2CCN(C(=O)c3cn(C)c4ccc(S(=O)(=O)N5CCOCC5)cc4c3=O)CC2)cc1
0	-1	-3	-3	3	4	-0.9	30	5	-1	CC(=O)Nc1cc2nn(-c3ccccc3)nc2cc1Cl
.	-4	20	4	-20	11	-0.1	-5	-6	-4	O=C(Nc1cc(-c2ccccc2)nn1-c1c(Cl)cccc1Cl)c1ccc(F)cc1
0	-4	14	5	-14	-21	-1.4	5	-15	-6	CS(=O)(=O)N(CCc1ccccc1)CC(=O)NCc1ccco1
-1	37*	-1	-2	1	3	5.7	6	-13	-4	CC(C)CCNC(=O)NC(=O)COC(=O)/C=C/c1cccc([N+](=O)[O-])c1
0	-7	14	-8	-14	-14	-2.0	-19	-3	-5	C/C=C/c1cc(CN2CCN(c3ccccc3)CC2)c(O)c(OC)c1
3	14	-39	7	39	26	-24	2	-12	-5	C/C(=C\c1ccccc1)C(=O)N1CCN(Cc2ccc3c(c2)OCO3)CC1
0	-19	-67	-10	67	-2	-1.2	-21	-5	0	N#Cc1ccc(CN2CCN(C(=O)c3ccc(S(=O)(=O)N4CCCCCC4)cc3)CC2)cc1
3	-17	-8	2	8	11	-3.0	-3	-10	-7	COc1ccc(NS(=O)(=O)c2cc(-c3cnc(C4CC4)o3)ccc2C)cc1
9	-4	-7	13	7	-2	-2.5	8	-46	-11	Cc1cccc(N(C)S(=O)(=O)c2c[nH]c3ccc([N+](=O)[O-])cc23)c1
.	-2	28	-2	-28	-4	-0.7	1	-5	0	C=C1CCN([C@H](C(=O)NCc2cc(OC)c(OC)c(OC)c2)C(C)C)S(=O)(=O)c2ccccc21
-3	2	-13	1	13	18	-0.2	-7	-10	-8	CCC1(CC)C(=O)NC(=O)NC1=NCCc1c[nH]c2ccccc12
-1	40*	-4	2	4	-42	-0.4	2	-17	-9	CN(Cc1cccc(F)c1)C(=O)C1CC(=O)N(c2ccc3c(c2)OCCO3)C1 (configuration not stated)
15	-1	-3	9	3	-20	7.8	-13	-1	-5	Cc1cccc(-n2c(C)c(-c3ccccc3)[nH]c2=S)c1
1	-1	0	35	0	16	-1.0	5	11	-6	Cc1ccc(-c2c[nH]c(=S)n2-c2ccccc2)cc1
-1	-1	.	33	.	17	-2.6	7	1	-5	COc1ccc(OCC(=O)OCC(=O)N2CC(=O)Nc3ccccc32)cc1
7	-1	-6	1	6	.	-2.1	9	-5	-10	CCCN(CC(=O)Nc1ccccc1C)C(=O)C1CCN(S(=O)(=O)c2cccc(C(F)(F)F)c2)CC1
0	5	11	-5	-11	-5	-5.4	-3	-14	-1	CCCn1c(N)c(N(CCOC)C(=O)/C=C/c2cccc(Cl)c2)c(=O)[nH]c1=O
-1	0	.	-1	.	-53	-1.1	5	-10	-13	Cc1csc2c(NC3CCN(Cc4ccccc4)CC3)ncnc12
-1	-1	-12	0	12	-17	-2.4	.	-3	-10	CCCC(c1nnnn1CS(=O)(=O)c1ccc(C)cc1)N1CCN(c2ccc(F)cc2)CC1 (configuration not stated)
-1	-2	15	4	-15	12	-0.8	-2	-8	4	COC(=O)CSc1nnc(-c2ccoc2C)n1-c1ccc(C)cc1
1	.	-9	0	9	-3	-0.5	4	1	10	CCC(=O)c1ccc(OCC(=O)OCC(=O)NC2CCCC2)cc1
2	1	22	1	-22	-26	-1.4	0	-8	-2	CC(C)CCc1noc(CN(C)CC2CCN(Cc3ccccc3)CC2)n1
-1	5	50	1	-50	4	0.1	-8	-11	-4	COc1cccc(CN2CCNC(=O)C2CC(=O)NCCCn2ccnc2)c1 (configuration not stated)
